b-catenin transl = beta-catenin nuclear translocation modulation; AID 1665; HeLa beta-catenin nuclear translocation, immunofluorescence imaging; nuclear translocation activity, % at 5 µM; 0.3% of 190,000 active;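 active = nuclear translocation activity above 50% at 5 µM, with a well cell count of 50 or more; inconclusive = wells under 50 cells across six images, flagged as toxic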;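 note: per-cell ratio of nuclear to cytoplasmic median beta-catenin stain intensity; plate controls were DMSO negative control for no effect and GSK-3 inhibitor IX positive control for full effect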
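System: Human HeLa cells, endogenous beta-catenin | Compound dosing: 5 µM primary, 0.02–20 µM confirmation | Timing: 24 h compound exposure at 37°C, 5% CO2 | Measured by: Fluorescence imaging of beta-catenin antibody stain plus DAPI | Read-out basis: % activation of per-cell nuclear versus cytoplasmic median beta-catenin signal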
MT stabilize HCS = microtubule stabilizers in HeLa cells; HeLa tubulin immunostaining HCS, 24 h; share of cells brighter than vehicle mean+2SD; % tubulin-high responders, % at 10 µM; 0.83% of 200,000 active;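 active = plate Z-score above 3 for both tubulin-high and condensed-nucleus cell shares, with cell loss under 80%, at 10 µM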;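 note: anti alpha tubulin signal scored within the nucleus-defined area of each cell; some results filed as inactive read as strong as hits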
T cell HTS = modulates CD8 T cell binding to vesicles. 2C CD8+ T cell-vesicle binding, flow cytometry; hits give low values. calls only at 7 µM. 0.068% of 330,000 active. AID 2052;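 active = response, share of CD8 T cells binding vesicles, and their 90th percentile fluorescence all below set limits, cut at about 80% in these data, passing the limit was not always enough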
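Assay system – 2C mouse CD8+ T cells · Also added – QL9-loaded Drosophila micro-vesicles · Timing – Cell–vesicle co-incubation 1.5 h at 37 °C, staining 20 min on ice · Signal – flow cytometry of vesicle-bound cells · Measure – percent CD8+ FL2 mean versus row control · Controls – Peptide-free naked vesicles (low) and QL9 vesicles with 0.7% DMSO vehicle (high)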
Autophagy HCS = alters autophagy in cells; MEF GFP-LC3 puncta imaging; test concentration mostly 10 µM; calls only at 10 µM (by protocol); 0.98% of 190,000 active; AID 463193;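 active = percentage of spot-positive cells more than 3 SD above its plate mean, without a fluorescence outlier flag or 80% toxicity; inconclusive = no clear call, values can overlap the other calls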;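 note: spot-positive cell cutoff set from DMSO-treated cells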
PMI inhibitors = inhibitors of human PMI, primary screen, biochemical, fluorescence intensity, coupled assay (AID 1209) | purified PMI enzyme, coupled fluorescence intensity; higher % means a stronger effect | 0.42% of 190,000 active | inhibition, % at 20 µM, or IC50 in µM where a hit was titrated;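 note: plate controls were DMSO vehicle for no effect and wells lacking substrate for full effect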
human PMI inhibitors = MPI inhibition at elevated mannose 6-phosphate – biochemical, fluorescence intensity, high mannose 6-phosphate, primary screen (AID 1220); recombinant PMI enzyme, coupled fluorescence intensity; higher % means a stronger effect; 0.66% of 190,000 active; inhibition, % at 20 µM; hits with a dose series show IC50 in µM
Ins promoter up = MIN6 insulin promoter up-regulation; z-score at 5 µM; 0.3% of 190,000 active; AID 1625; MIN6 insulin promoter-GFP reporter, high-content imaging; hits give high values;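 active = z-score above 3 at 5 µM with at least 500 cells counted in the well; inconclusive = wells under 500 cells, flagged as cytotoxic or low count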
TNAP activation fold = human TNAP enzyme activators, primary screen, biochemical, luminescent, no phosphate acceptor, uHTS (AID 1001). purified TNAP, luminescent activation assay, no phosphate acceptor; higher activation fold means a stronger effect. 0.03% of 200,000 active. one-dose activation fold at 20 µM; EC50 in µM for titrated hits; in the data active = activation fold from about 3, or a potency from the dose series; inactive = the rest, 99 in 100 with activation fold below about 1.6; note: many of its hits are not listed in these tables
Lipid droplet = modulators of hepatic lipid droplet formation; AML12 mouse hepatocytes, oleate lipid droplets, BODIPY imaging; inhibition, % at 6.5 µM; 0.4% of 240,000 active; AID 1656;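 active = lipid droplet intensity inhibited by at least 50%, with more than 500 cells counted; inconclusive = wells with under 300 cells, treated as cytotoxic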
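Test system: AML12 mouse liver cells; schedule: overnight exposure; technique: high-content imaging of BODIPY-stained droplets and DAPI nuclei; read-out: % inhibition of corrected integrated BODIPY droplet signal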
Ins promoter up cell count = further read-out of Ins promoter up, marked with its call; cell count; measured here: cytotoxicity, nuclei count;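 total cells summed across four imaged fields per well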
Lipid droplet cells 6.5 µM = recorded beside Lipid droplet, whose call it bears; cell count; measured here: cell count, cytotoxicity flag;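 cells counted across two imaged fields per well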
b-catenin transl cell count 5 µM = further read-out of b-catenin transl, marked with its call; cell count; measured here: cell count, cytotoxicity flag
T cell HTS vesicle-bound % = further read-out of T cell HTS, marked with its call; double positive events, %; measured here: CD8+ vesicle-bound cell fraction;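 binding gate set so that unloaded-vesicle control wells show 10% double positive cells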
MT stabilize HCS Hoechst-high % = recorded beside MT stabilize HCS, whose call it bears; % Hoechst-high responders; measured here: nuclear condensation Hoechst responders;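 share of cells brighter than vehicle mean plus two SD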
MT stabilize HCS cytotoxicity % = recorded beside MT stabilize HCS, whose call it bears; toxicity, %; measured here: cytotoxicity by cell density;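 0% = mean cell density of plate MIN control wells and 100% = no cells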
Autophagy HCS cell loss 18 h = also measured in Autophagy HCS; calls as there; toxicity, %; measured here: cell loss, nuclei count;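 cell loss after 18 h compound exposure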
* = called active by the depositor; i = inactive; ? = inconclusive; nt = no result given. Cut-off read from the data, not from the text of the source, unless noted: active = inhibition above about 50%; inactive = the rest. An unsorted share of the library; any-hit rate near 2.9%.

SMILES | b-catenin transl | b-catenin transl cell count 5 µM | MT stabilize HCS | MT stabilize HCS Hoechst-high % | MT stabilize HCS cytotoxicity % | T cell HTS | T cell HTS vesicle-bound % | Autophagy HCS | Autophagy HCS cell loss 18 h | PMI inhibitors | human PMI inhibitors | Ins promoter up | Ins promoter up cell count | TNAP activation fold | Lipid droplet | Lipid droplet cells 6.5 µM
COc1cc2[nH]c3c(=O)n(CCN(C(C)C)C(C)C)cnc3c2cc1OC | nt | nt | 1.7 | 1.1 | 4.3 | i | 58 | i | -11 | 3% | 5% | 0 | 1026 | 1 | nt | nt
CCC(Sc1nc(C)cc(=O)[nH]1)C(=O)Nc1nnc(C)s1 (stereo not given) | -0.7 | 1084 | 2.9 | 2.6 | 6.9 | i | 42 | i | 0 | 5% | -1% | -0.04 | 1826 | 1 | 6 | 715
Cc1ccc(C)c(C(=O)OCC(=O)Nc2ccc(N3CCOCC3)cc2)c1 | -3.2 | 1149 | 4.3 | 1.5 | 7.1 | i | 22 | i | 1 | -10% | 1% | -0.31 | 1349 | 1.1 | 8 | 690
COc1ccc(C2=[N+]([O-])C(C)(C)N(O)C2(C)C)cc1 | -5.5 | 971 | 2.8 | 4.7 | 5.3 | i | 15 | i | -4 | 2% | 3% | -1.1 | 1506 | 1.1 | nt | nt
C/C(CC(=O)Nc1ccc(Cl)c(Cl)c1)=N\NC(=O)C(=O)N1CCCCC1 | -0.1 | 1069 | 3.6 | 2.9 | 4.4 | i | 35 | i | 15 | -1% | -7% | 0.04 | 1417 | 1.1 | 0 | 727
O=C(CO)N/N=C/c1cccc(Cl)c1Cl | 12 | 860 | 2.1 | 1.8 | 2.7 | i | 4 | i | -1 | -5% | 0% | -0.1 | 1321 | 0.8 | -8 | 618
CCOC(=O)CN1CC23C=CC(O2)C(C(=O)NCc2ccc(F)cc2)C3C1=O (stereo not given) | 0.2 | 902 | 2.3 | 2.7 | 6.8 | i | 43 | i | -14 | 4% | 0% | -0.68 | 1410 | 1.1 | 8 | 662
CCOc1cc2[nH]c(=O)n(CCCCC(=O)N3CCCCCC3)c(=O)c2cc1OCC | -5.0 | 1203 | 1.1 | 2.4 | 1.5 | i | 40 | i | 4 | 5% | 6% | -0.9 | 976 | 1 | 13 | 706
CCCCC(=O)Nc1cc(N(C)C)nc2ccccc12 | -3.1 | 913 | 5.7 | 2.1 | 22 | i | 55 | i | 13 | 5% | 8% | 0.81 | 955 | 1.1 | nt | nt
Cc1cccc(OCc2nnc(SCC(=O)Nc3cccc(C(=O)N4CCOCC4)c3)o2)c1C | 2.7 | 463 | 5.4 | 2.1 | 0.5 | i | 46 | i | -6 | 19% | 11% | ? | nt | 1.1 | 2 | 709
COc1ccc2oc(=O)c(-c3csc(Nc4ccc(O)cc4)n3)cc2c1 | 7.0 | 835 | 2.3 | 7.5 | 7.5 | i | 52 | i | 10 | 15% | 15% | nt | nt | 1 | 0 | 381
CCCCn1c(SCC(=O)Nc2ccccc2C(F)(F)F)nc2ccsc2c1=O | 0.8 | 701 | 3.2 | 2.2 | 2.5 | i | 7 | i | -1 | 2% | 0% | -0.7 | 1015 | 1.1 | nt | nt
COC(=O)c1sc(NC(=O)c2cc3c(s2)CCCC3)nc1C | nt | nt | 2.0 | 2.5 | 20 | i | 12 | i | -5 | 6% | 0% | -0.01 | 1262 | 1.1 | 1 | 704
Cn1ccc(C(=O)OCC(=O)Nc2cccc3ccccc23)n1 | 0.8 | 1063 | 2.4 | 1.9 | 3.4 | i | 57 | i | 2 | -13% | 1% | nt | nt | 1.2 | 12 | 763
CSc1ncccc1C(=O)OCC(=O)C(C)(C)C | -0.7 | 1106 | 1.7 | 2.3 | 7.9 | i | 5 | i | 16 | -7% | -3% | 0.32 | 1464 | 1 | 11 | 704
Cc1cc(C)nc(SCC(=O)Nc2ncc(Cc3cccc(Cl)c3Cl)s2)n1 | -0.1 | 1030 | 4.1 | 3.2 | 2.7 | i | 0 | i | -3 | 16% | 6% | 1.1 | 1252 | 1 | -14 | 703
O=C(Nc1cccnc1)c1ccc(S(=O)(=O)c2ccccc2)cc1 | -4.7 | 1101 | 4.7 | 2.9 | 4.7 | i | 54 | i | 13 | -10% | -11% | 0.95 | 1489 | 1 | -11 | 655
Cc1ccc(C(=O)Nc2sc(C(=O)N(C)C)c(C)c2C#N)cc1 | -0.7 | 933 | 1.3 | 5.8 | 11 | i | 55 | i | -7 | 0% | 2% | -0.13 | 1187 | 0.9 | -9 | 555
CCOc1cc(/C=C2\SC(=S)N(Nc3ccccc3)C2=O)ccc1O | -0.1 | 1292 | 8.0 | 1.2 | 3.8 | i | 61 | i | 43 | 22% | 20% | 0.51 | 1511 | 0.6 | nt | nt
CCc1nnc(NC(=O)c2ccc(S(C)(=O)=O)cc2)s1 | 1.1 | 1271 | nt | nt | nt | i | 31 | nt | nt | nt | nt | 1.3 | 1074 | nt | -6 | 762
Cn1c(=O)c(C#N)c(-c2ccc(F)cc2)c2cc(C(=O)c3cc(Cl)cc(Cl)c3O)cnc21 | 2.9 | 1213 | nt | nt | nt | i | 39 | nt | nt | nt | nt | -0.39 | 955 | nt | -43 | 733
O=C(CN1CCCN(Cc2ccc(F)cc2Cl)C1=O)NCc1ccccc1 | -3.7 | 1137 | 5.8 | 2.5 | 5.5 | i | 46 | i | 11 | 15% | 13% | 0.1 | 1791 | 1.1 | -28 | 630
O=C(c1ccc([N+](=O)[O-])s1)N1CCc2ccccc2C1 | -0.8 | 1026 | 4.4 | 1.7 | 3.7 | i | 20 | i | 21 | -7% | -5% | -0.78 | 1217 | 1.1 | -2 | 718
Cc1cccc(OCc2nnc(SCC(=O)Nc3cc(C)on3)n2C)c1 | -3.6 | 1006 | 1.5 | 2.9 | 5.5 | i | 18 | i | 14 | 12% | 4% | 0.52 | 813 | 1 | 5 | 774

Only MT stabilize HCS Hoechst-high %, Ins promoter up and b-catenin transl cell count 5 µM, for some of the entries so far:
SMILES	MT stabilize HCS Hoechst-high %	Ins promoter up	b-catenin transl cell count 5 µM
Cn1ccc(C(=O)OCC(=O)Nc2cccc3ccccc23)n1	1.9	nt	1063
CSc1ncccc1C(=O)OCC(=O)C(C)(C)C	2.3	0.32	1106
Cc1cc(C)nc(SCC(=O)Nc2ncc(Cc3cccc(Cl)c3Cl)s2)n1	3.2	1.1	1030
O=C(Nc1cccnc1)c1ccc(S(=O)(=O)c2ccccc2)cc1	2.9	0.95	1101

(next part)
SMILES | b-catenin transl | b-catenin transl cell count 5 µM | MT stabilize HCS | MT stabilize HCS Hoechst-high % | MT stabilize HCS cytotoxicity % | T cell HTS | T cell HTS vesicle-bound % | Autophagy HCS | Autophagy HCS cell loss 18 h | PMI inhibitors | human PMI inhibitors | Ins promoter up | Ins promoter up cell count | TNAP activation fold | Lipid droplet | Lipid droplet cells 6.5 µM
Cc1nn(Cc2ccc(Cl)cc2)c(C)c1NC(=O)c1c(-c2ccccc2)noc1C | -1.2 | 1211 | 1.6 | 2.3 | 9.0 | i | 10 | i | 0 | -8% | 9% | nt | nt | 1.1 | -11 | 723
CCCCC(CC)c1nnc(NC(=O)c2cccs2)s1 (stereo not given) | 0.3 | 1010 | 2.0 | 0.5 | 2.2 | nt | nt | i | -11 | 9% | 1% | -0.15 | 1502 | 1.1 | -5 | 771
O=C(CCSc1nc2ccccc2s1)N/N=C/c1c(O)ccc2ccccc12 | 1.7 | 966 | 21* | 22* | 39* | i | 24 | i | 49 | -4% | -6% | 0.02 | 1234 | 1.7 | 2 | 730
O=S(=O)(c1ccc(NC(=S)Nc2ccccc2)cc1)N1CCOCC1 | nt | nt | 1.3 | 3.1 | 6.8 | i | 24 | i | -14 | -3% | -3% | 0.34 | 1138 | 1 | 0 | 720
O=c1cc(CO)oc(C(Nc2ccccn2)c2ccc(F)cc2)c1O (stereo not given) | -3.2 | 1082 | 2.7 | 1.7 | 2.2 | i | 13 | i | 4 | 6% | 9% | 0.45 | 1941 | 1.1 | 22 | 583
Cc1cccc2nc3ccccc3nc12 | -0.6 | 1126 | 11 | 1.4 | 6.9 | i | 27 | i | -3 | -13% | 0% | -0.03 | 1352 | 1.1 | 12 | 715
CC1CCCCN1C(=O)c1ccc(NC(=O)c2ccccc2Cl)cc1 (stereo not given) | -5.6 | 1106 | 5.3 | 1.9 | 2.2 | i | 4 | i | -32 | 8% | 4% | -0.4 | 1554 | 1.1 | 0 | 660
Cc1cc([N+](=O)[O-])nn1CC(=O)c1ccccc1 | -6.4 | 1109 | 2.4 | 1.9 | 6.8 | i | 57 | i | 2 | -5% | -3% | 0.63 | 1608 | 1.2 | 5 | 693
CCOC(=O)C1(CCOc2ccccc2)CCN(Cc2ccc(COC)o2)CC1 | -1.4 | 1190 | 3.0 | 2.7 | 7.8 | i | 58 | i | 4 | 12% | 4% | -1.4 | 1350 | 1.1 | -2 | 698
Cc1cccc(OCc2nc3ccccc3c(=O)n2N)c1 | 1.2 | 1073 | 1.1 | 1.7 | 7.6 | i | 63 | i | -3 | -6% | -7% | 0.39 | 940 | 1.1 | -10 | 811

Individual results from above:
O=c1cc(CO)oc(C(Nc2ccccn2)c2ccc(F)cc2)c1O (stereo not given) @ b-catenin transl cell count 5 µM: 1082
CC1CCCCN1C(=O)c1ccc(NC(=O)c2ccccc2Cl)cc1 (stereo not given) @ MT stabilize HCS cytotoxicity %: 2.2

Screens (PubChem)
